UTI89 phage lysis: inhibition of K1F phage lysis, E. coli UTI89, bacterial capsule biogenesis inhibitors, alamar blue (AID 488966); one-dose inhibition, % at 100 µM; IC50 in µM for titrated hits; actives 0.02% (n = 340,000); E. coli UTI89 K1F phage lysis, alamar blue, 2 h; higher % means a stronger effect;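 active = phage lysis inhibition, versus mean bacterial control, above a set limit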;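 note: capsule biogenesis inhibitors block K1F phage lysis so surviving cells raise fluorescence; higher fluorescence means more inhibition of phage lysis; actives were called in the ten point dose series up to 300 µM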
M17LAP inhibition: P. falciparum M17LAP inhibitors, primary screen, biochemical, fluorogenic H-Leu-NHMec substrate, 1536-well (AID 1619); recombinant M17LAP, H-Leu-NHMec fluorogenic kinetic assay; higher % means a stronger effect; actives 0.38% (n = 220,000); inhibition, % at 30 µM, or IC50 in µM where a hit was titrated;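 active = compound inhibiting the enzyme by more than half at any dose during confirmatory dose-response retesting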;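 note: plate controls were full reaction with DMSO carrier for no effect and no enzyme background for full effect; strong numbers were not always called active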
MT stabilize HCS: microtubule stabilizers in HeLa cells; HeLa tubulin immunostaining HCS, 24 h; share of cells brighter than vehicle mean+2SD; % tubulin-high responders, % at 10 µM; actives 0.83% (n = 200,000); AID 2205;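 active = plate Z-score above 3 for both tubulin-high and condensed-nucleus cell shares, with cell loss under 80%, at 10 µM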;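 note: anti alpha tubulin signal scored within the nucleus-defined area of each cell; some results filed as inactive read as strong as hits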
Autophagy mod: alters autophagy in cells; MEF GFP-LC3 puncta imaging; test concentration mostly 10 µM; calls only at 10 µM (by protocol); actives 0.98% (n = 190,000); AID 463193;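 active = percentage of spot-positive cells more than 3 SD above its plate mean, without a fluorescence outlier flag or 80% toxicity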;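 note: spot-positive cell cutoff set from DMSO-treated cells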
b-catenin transl: alters nuclear translocation of beta-catenin in HeLa cells | immunofluorescence imaging | nuclear translocation activity, % at 5 µM | actives 0.3% (n = 190,000);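 active = nuclear translocation activity above 50% at 5 µM, with a well cell count of 50 or more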;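 note: per-cell ratio of nuclear to cytoplasmic median beta-catenin stain intensity; plate controls were DMSO negative control for no effect and GSK-3 inhibitor IX positive control for full effect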
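Read-out: Nuclear/cytoplasmic beta-catenin signal ratio, % activation | Assay system: Human HeLa cell line | Times: 24 h compound exposure at 37°C, 5% CO2 | Signal: Fluorescence imaging of beta-catenin antibody stain plus DAPI | Dosing: 5 µM primary, 0.02–20 µM confirmation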
Ins promoter up: MIN6 insulin promoter up-regulation; z-score at 5 µM; actives 0.3% (n = 190,000); MIN6 insulin promoter-GFP reporter, high-content imaging; active compounds read high; AID 1625;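 active = z-score above 3 at 5 µM with at least 500 cells counted in the well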
ER stress rescue: protection against thapsigargin-triggered cell killing – 384-well, CSM14.1, ATP luminescence, primary screen (AID 1222) | CSM14.1 thapsigargin-induced death rescue, ATP luminescence; higher % means a stronger effect | cellular ATP content (survival), % at 20 µM, or EC50 in µM where a hit was titrated | 190,000 tested, under 10 active;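 active = EC50 below 50 µM in the dose-response confirmation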;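 note: death triggered by thapsigargin at about 15 µM added after 2 h compound pretreatment; cell ATP read after overnight thapsigargin exposure of roughly 18 to 22 hours; normalized against plate controls of thapsigargin alone and 5% DMSO vehicle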
Dynein cargo inh: blocks dynein driven cargo transport along microtubules; 3617.4 mouse cells, GR-EGFP nuclear translocation imaging; test concentration mostly 20 µM; stimulated with dexamethasone, 1 µM; active compounds read low; z-score, hits read low; actives 0.47% (n = 220,000);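 active = plate z-score of nuclear minus cytoplasmic receptor signal below a set negative limit, without overly bright fluorescence or cell loss, cut at about -3.5 in these data, passing the limit was not always enough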;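 note: z-score of nuclear minus cytoplasmic ring GR-EGFP intensity difference per well; some compounds called inactive have numbers as strong as hits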
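Buffer or medium: tetracycline-free induction medium containing charcoal-stripped FBS / Reagent: dexamethasone agonist, 1.0 µM final, for 30 min / Technique: automated 10x imaging of fixed Hoechst-stained cells / Times: induction 48 h, compound 1 h, agonist 30 min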
P. falciparum M1AAP: P. falciparum M1AAP inhibitors, biochemical, fluorogenic H-Leu-NHMec substrate, 1536-well (AID 1445). recombinant M1AAP, H-Leu-NHMec fluorogenic kinetic assay; higher % means a stronger effect. actives 0.42% (n = 220,000). inhibition, % at 30 µM; hits with a dose series show IC50 in µM;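 active = primary inhibition above the hit cutoff, then over 50% inhibition at one or more dose response concentrations, cut at about 23% in these data, passing the limit was not always enough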;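 note: plate controls were DMSO full reaction for no effect and no enzyme background for full effect; strong numbers were not always called active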
Dynein cargo inh cytoplasmic EGFP: further read-out of Dynein cargo inh, marked with its call; z-score; measured here: cytoplasmic GR-EGFP intensity; active compounds read high
Dynein cargo inh nuclear GR-EGFP: also measured in Dynein cargo inh; calls as there; z-score; measured here: nuclear GR-EGFP intensity;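 lower value marks the stronger effect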
Dynein cargo inh cell count: second read-out of Dynein cargo inh, no call of its own (marks repeat the call); z-score; measured here: cell count per field
Ins promoter up cell count: further read-out of Ins promoter up, marked with its call; cell count; measured here: cytotoxicity, nuclei count;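 total cells summed across four imaged fields per well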
b-catenin transl cell count 5 µM: further read-out of b-catenin transl, marked with its call; cell count; measured here: cell count, cytotoxicity flag
MT stabilize HCS Hoechst-high %: also measured in MT stabilize HCS; calls as there; % Hoechst-high responders; measured here: nuclear condensation Hoechst responders;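 share of cells brighter than vehicle mean plus two SD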
MT stabilize HCS cytotoxicity %: further read-out of MT stabilize HCS, marked with its call; toxicity, %; measured here: cytotoxicity by cell density;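 0% = mean cell density of plate MIN control wells and 100% = no cells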
Autophagy mod cell loss 18 h: also measured in Autophagy mod; calls as there; toxicity, %; measured here: cell loss, nuclei count;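 cell loss after 18 h compound exposure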
* marks the source's active call; other numbers are inactive results. Some of the compounds tested; rates above refer to the full screens.

What do the screens show for `Cc1ccc(-c2nc3ccccc3c(=O)n2-c2ccc(Br)cn2)cc1`?
UTI89 phage lysis: -0.5%; M17LAP inhibition: 8.4%; MT stabilize HCS: 2.7; Autophagy mod: inactive; b-catenin transl: -3.4; Ins promoter up: -0.08; ER stress rescue: 0.7%; Dynein cargo inh: -0.753; P. falciparum M1AAP: 4.6%; Dynein cargo inh cytoplasmic EGFP: -0.109; Dynein cargo inh nuclear GR-EGFP: -0.326; Dynein cargo inh cell count: 0.609; Ins promoter up cell count: 1591; b-catenin transl cell count 5 µM: 1009; MT stabilize HCS Hoechst-high %: 2.0; MT stabilize HCS cytotoxicity %: 14.8; Autophagy mod cell loss 18 h: 7.5

Results for C[N+]1(C)CCOC(O)(c2ccc(-c3ccc(C4(O)C[N+](C)(C)CCO4)cc3)cc2)C1 (stereo not given) ?
UTI89 phage lysis: 1.4%; M17LAP inhibition: -0.3%; MT stabilize HCS: 4.2; Autophagy mod: inactive; ER stress rescue: -2.2%; Dynein cargo inh: 1.08; P. falciparum M1AAP: 17.5%; Dynein cargo inh cytoplasmic EGFP: 0.522; Dynein cargo inh nuclear GR-EGFP: 1.01; Dynein cargo inh cell count: -0.668; MT stabilize HCS Hoechst-high %: 2.6; MT stabilize HCS cytotoxicity %: 8.2; Autophagy mod cell loss 18 h: 0.6

Results for CC(C)(C)NC(=S)/N=C(\N)N[N+](=O)[O-] ?
UTI89 phage lysis: -0.1%; M17LAP inhibition: 4.9%; MT stabilize HCS: 5.4; Autophagy mod: inactive; b-catenin transl: -1.9; Ins promoter up: 0.3; ER stress rescue: -1.0%; Dynein cargo inh: 0.855; P. falciparum M1AAP: 5.0%; Dynein cargo inh cytoplasmic EGFP: -0.385; Dynein cargo inh nuclear GR-EGFP: 0.182; Dynein cargo inh cell count: 0.05; Ins promoter up cell count: 1334; b-catenin transl cell count 5 µM: 1127; MT stabilize HCS Hoechst-high %: 0.8; MT stabilize HCS cytotoxicity %: 6.6; Autophagy mod cell loss 18 h: 2.8

What do the screens show for `CCOP(=O)(Cc1cc(C(C)=O)c(C)o1)OCC`?
UTI89 phage lysis: 0.1%; M17LAP inhibition: 1.8%; b-catenin transl: 1.3; Ins promoter up: -0.2; Dynein cargo inh: 0.356; P. falciparum M1AAP: 1.8%; Dynein cargo inh cytoplasmic EGFP: -0.233; Dynein cargo inh nuclear GR-EGFP: -0.231; Dynein cargo inh cell count: 0.138; Ins promoter up cell count: 1131; b-catenin transl cell count 5 µM: 1354

What do the screens show for `CC(N=Cc1c(O)[nH]c(=O)[nH]c1=O)c1ccccc1` (stereo not given)?
UTI89 phage lysis: -0.1%; M17LAP inhibition: 4.5%; MT stabilize HCS: 4.2; Autophagy mod: inactive; b-catenin transl: 0.3; Ins promoter up: 0.29; ER stress rescue: -2.0%; Dynein cargo inh: -0.242; P. falciparum M1AAP: 1.5%; Dynein cargo inh cytoplasmic EGFP: -0.32; Dynein cargo inh nuclear GR-EGFP: 0.0793; Dynein cargo inh cell count: -0.229; Ins promoter up cell count: 899; b-catenin transl cell count 5 µM: 714; MT stabilize HCS Hoechst-high %: 3.1; MT stabilize HCS cytotoxicity %: 3.9; Autophagy mod cell loss 18 h: -8.8

Results for Cc1cccc(N2C(=O)NC(=O)/C(=C/c3cc4c(cc3[N+](=O)[O-])OCO4)C2=O)c1 ?
UTI89 phage lysis: 0.5%; M17LAP inhibition: 2.6%; MT stabilize HCS: 1.8; Autophagy mod: inactive; b-catenin transl: -0.6; ER stress rescue: -1.7%; Dynein cargo inh: -0.488; P. falciparum M1AAP: 8.2%; Dynein cargo inh cytoplasmic EGFP: -0.266; Dynein cargo inh nuclear GR-EGFP: -0.153; Dynein cargo inh cell count: 0.646; b-catenin transl cell count 5 µM: 568; MT stabilize HCS Hoechst-high %: 2.1; MT stabilize HCS cytotoxicity %: 5.4; Autophagy mod cell loss 18 h: 7.4

Results for CC1(C)CC(=O)C(C=NCCN2CCN(C(=O)Cc3ccc(F)cc3)CC2)=C(O)C1 ?
UTI89 phage lysis: -1.1%; M17LAP inhibition: 2.3%; MT stabilize HCS: 4.5; Autophagy mod: inactive; b-catenin transl: 0.1; Ins promoter up: -0.33; ER stress rescue: -0.7%; Dynein cargo inh: -0.869; P. falciparum M1AAP: 3.1%; Dynein cargo inh cytoplasmic EGFP: -0.197; Dynein cargo inh nuclear GR-EGFP: -0.17; Dynein cargo inh cell count: 0.523; Ins promoter up cell count: 873; b-catenin transl cell count 5 µM: 1178; MT stabilize HCS Hoechst-high %: 3.4; MT stabilize HCS cytotoxicity %: 8.3; Autophagy mod cell loss 18 h: 17.6

What do the screens show for `COc1cc(/C=N/NC(=O)Cn2c([N+](=O)[O-])cnc2C)ccc1OC(=O)N(C)C`?
UTI89 phage lysis: 1.3%; M17LAP inhibition: 11.9%; MT stabilize HCS: 1.8; Autophagy mod: inactive; b-catenin transl: -0.5; ER stress rescue: 0.3%; Dynein cargo inh: -0.632; P. falciparum M1AAP: -0.7%; Dynein cargo inh cytoplasmic EGFP: -0.25; Dynein cargo inh nuclear GR-EGFP: -0.0241; Dynein cargo inh cell count: 0.524; b-catenin transl cell count 5 µM: 1106; MT stabilize HCS Hoechst-high %: 1.3; MT stabilize HCS cytotoxicity %: 4.2; Autophagy mod cell loss 18 h: -2.3

How did O=c1c2ccccc2nc(C[n+]2ccccc2)n1-c1cccc(C(F)(F)F)c1 do in these assays?
UTI89 phage lysis: 0.2%; M17LAP inhibition: -1.0%; MT stabilize HCS: 1.1; Autophagy mod: inactive; b-catenin transl: 0.0; Ins promoter up: 0.71; ER stress rescue: 0.3%; Dynein cargo inh: 0.56; P. falciparum M1AAP: -0.8%; Dynein cargo inh cytoplasmic EGFP: -0.245; Dynein cargo inh nuclear GR-EGFP: 0.43; Dynein cargo inh cell count: -0.135; Ins promoter up cell count: 1393; b-catenin transl cell count 5 µM: 1570; MT stabilize HCS Hoechst-high %: 1.0; MT stabilize HCS cytotoxicity %: 0.9; Autophagy mod cell loss 18 h: -7.4

Results for Cc1nc2sccc2c(=O)n1-c1ccccc1Cl ?
UTI89 phage lysis: 0.5%; M17LAP inhibition: 0.6%; MT stabilize HCS: 2.2; Autophagy mod: inactive; b-catenin transl: -1.5; Ins promoter up: 1.17; ER stress rescue: -1.7%; Dynein cargo inh: -0.317; P. falciparum M1AAP: -2.3%; Dynein cargo inh cytoplasmic EGFP: -0.219; Dynein cargo inh nuclear GR-EGFP: 0.258; Dynein cargo inh cell count: 1.01; Ins promoter up cell count: 1661; b-catenin transl cell count 5 µM: 1298; MT stabilize HCS Hoechst-high %: 1.5; MT stabilize HCS cytotoxicity %: 5.8; Autophagy mod cell loss 18 h: 10.7

How did Cc1ccc(Cn2nnnc2CN2CCC(n3nnc4ccccc43)CC2)cc1 do in these assays?
UTI89 phage lysis: -0.5%; M17LAP inhibition: 9.7%; MT stabilize HCS: 4.1; Autophagy mod: inactive; b-catenin transl: -0.2; Ins promoter up: -1.85; ER stress rescue: 2.5%; Dynein cargo inh: -1.76; P. falciparum M1AAP: 0.8%; Dynein cargo inh cytoplasmic EGFP: -0.21; Dynein cargo inh nuclear GR-EGFP: -0.559; Dynein cargo inh cell count: 1.49; Ins promoter up cell count: 849; b-catenin transl cell count 5 µM: 1094; MT stabilize HCS Hoechst-high %: 3.1; MT stabilize HCS cytotoxicity %: 2.3; Autophagy mod cell loss 18 h: -5.4

How did O=c1[nH]c(=O)n(CCC2=CCCCC2)c(O)c1/C=N/Nc1cccc2ccccc12 do in these assays?
UTI89 phage lysis: 0.1%; M17LAP inhibition: -7.6%; b-catenin transl: -0.7; Ins promoter up: -0.72; Dynein cargo inh: 0.427; P. falciparum M1AAP: 9.8%; Dynein cargo inh cytoplasmic EGFP: -0.142; Dynein cargo inh nuclear GR-EGFP: 1.08; Dynein cargo inh cell count: -0.831; Ins promoter up cell count: 707; b-catenin transl cell count 5 µM: 1318

What do the screens show for `c1ccc(CN2CCN(Cc3ccc4c(c3)OCCO4)CC2)cc1`?
UTI89 phage lysis: 1.2%; M17LAP inhibition: 6.4%; MT stabilize HCS: 2.3; Autophagy mod: inactive; b-catenin transl: 1.0; Ins promoter up: 0.67; ER stress rescue: 0.0%; Dynein cargo inh: -0.668; P. falciparum M1AAP: 7.0%; Dynein cargo inh cytoplasmic EGFP: -0.214; Dynein cargo inh nuclear GR-EGFP: -0.0723; Dynein cargo inh cell count: 1.78; Ins promoter up cell count: 1413; b-catenin transl cell count 5 µM: 1379; MT stabilize HCS Hoechst-high %: 1.7; MT stabilize HCS cytotoxicity %: 8.6; Autophagy mod cell loss 18 h: -31.6

How did C/C(Cl)=C/CC1(CN2CCCC2=O)C(=O)NC(=O)NC1=O do in these assays?
UTI89 phage lysis: -0.1%; M17LAP inhibition: -6.1%; MT stabilize HCS: 3.5; Autophagy mod: inactive; b-catenin transl: -1.1; Ins promoter up: 0.91; ER stress rescue: -2.7%; Dynein cargo inh: -0.265; P. falciparum M1AAP: 1.5%; Dynein cargo inh cytoplasmic EGFP: -0.327; Dynein cargo inh nuclear GR-EGFP: -0.0921; Dynein cargo inh cell count: -0.117; Ins promoter up cell count: 1268; b-catenin transl cell count 5 µM: 1148; MT stabilize HCS Hoechst-high %: 3.5; MT stabilize HCS cytotoxicity %: 7.7; Autophagy mod cell loss 18 h: -13.3
